Dengue-2 NS5 capping – Dengue-2 NS5 methyltransferase inhibitors, primary screen, biochemical, confirmation dose response (AID 588689); Dengue-2 NS5 methyltransferase capping enzyme assay, biochemical; higher % means a stronger effect; inhibition, % at 25 µM, or IC50 in µM where a hit was titrated; 340,000 tested, 0.3% active; in the data active = a potency from the dose series
Rac1 GTP hydrolysis – MgcRacGAP GTPase-activating activity inhibitors, confirmation, biochemical, ADP Hunter fluorescence | MgcRacGAP-stimulated Rac1 GTP hydrolysis, ADP Hunter fluorescence; higher % means a stronger effect; GST-tagged Rac1 F28L mutant substrate | inhibition, % at 30 µM, or IC50 in µM where a hit was titrated | 340,000 tested, 0.6% active | AID 624330;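 active = first-screen hits whose inhibition reached a set limit at any dose in the follow-up dose series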;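 note: fluorescence reports GDP produced by GAP-driven GTP hydrolysis; strong numbers were not always called active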
Dengue-2 NS5 capping pilot replicate – further read-out of Dengue-2 NS5 capping, marked with its call; inhibition, %; measured here: pilot screen replicate inhibition
An asterisk follows results filed as active. Only part of the results is shown (hit frequency here may not be typical).

SMILES	Dengue-2 NS5 capping	Rac1 GTP hydrolysis	others
COc1ccc(OC)c(NC(=O)CCNS(=O)(=O)c2ccc3c(c2)CC(C)N3C(C)=O)c1 (stereo not drawn)	5.0%	-26.8%
O=C(NCc1ccc(F)cc1)C(=O)NCC1OCCN1S(=O)(=O)c1cc(F)ccc1F (stereo not drawn)	6.6%	14.0%
CN(C)C(=S)N=c1ssc(=S)n1Cc1ccco1	-1.5%	40.4%
C=CCOc1ccc2c(c1)CCC1C2CCC2(C)C(O)C(O)CC12 (stereo not drawn)	3.9%	-4.2%
Cc1cc(C)cc(Nc2cc(C)nc3ncnn23)c1	1.6%	15.9%
CN(C)CC1CCC/C(=C\c2ccc(OC(=O)/C=C/c3ccccc3)cc2)C1=O (stereo not drawn)	-2.4%	-4.5%
Cc1ccc(S(=O)(=O)N2CCOCC2)cc1C(=O)OCC(=O)Nc1ccc(Cl)cn1	2.2%	27.6%
COC1=C(Nc2ccc(OC)cc2)C(=O)C(OC)=C(Nc2ccc(OC)cc2)C1=O	-3.5%	10.8%
C[C@@H]1CN([C@H](C)CO)C(=O)CCCn2nncc2CO[C@H]1CN(C)S(=O)(=O)c1cccs1	5.0%	13.5%
C[C@H](CO)N1C[C@H](C)[C@@H](CN(C)S(=O)(=O)c2cccc(F)c2)OCc2cn(nn2)CCCC1=O	-1.7%	15.0%
O=C(CS(=O)(=O)c1ccccc1)Nc1ccccc1Br	-18.3%	3.8%
O=C([C@@H]1CCCN1C1=NS(=O)(=O)c2ccccc21)N1CCN(c2ccccc2)CC1	1.6%	15.7%
OCC[C@@H]1C[C@H](O)[C@@H](O)[C@]2(OCc3ccc4ccccc4c32)O1	-4.1%	4.5%
O=C(CC(O)(CC(=O)OCc1ccccc1)C(=O)OCc1ccccc1)OCc1ccccc1	-10.1%	-0.7%
COCCNC(=O)c1cc(S(=O)(=O)N2CCC3(CC2)OCCO3)ccc1F	1.1%	-0.3%
COc1cccc(CCNC(=O)c2cc(COc3ccc(C)c(C)c3)on2)c1OC	7.1%	5.5%
CC(NC(=O)C1CCCC1)c1ccccc1 (stereo not drawn)	0.6%	9.2%
Cc1ccc(C(C#N)=Cc2ccc3c(c2)OCO3)cc1	4.6%	1.0%
COCCCNC1=C(C#N)C(=O)NC(c2cccc([N+](=O)[O-])c2)S1 (stereo not drawn)	24.7%	12.5%
Cc1ccc2nc3c(cc(S(=O)(=O)c4ccccc4)c(=N)n3C3CCCC3)c(=O)n2c1	-1.4%	6.7%
O=C(OCc1ccccc1)N1CCC2CC1c1cc(-c3ccccc3)ccc12 (stereo not drawn)	-1.9%	7.0%
O=C(NCCN1C(=O)S/C(=C/c2cccnc2)C1=O)c1ccc(S(=O)(=O)N2CCCC2)cc1	-1.6%	3.2%
O=C1Nc2ccccc2C1=Nc1ccc2[nH]c3ccccc3c2c1	-2.4%	16.6µM*
O=C(C(=Cc1ccccc1)CN1CCCCC1)c1ccccc1	-10.4%	19.1%
COc1cc(-c2cc(OC)c(O)c(OC)c2)cc(OC)c1O	-8.6%	88.5µM*

The final 3 records of the part before come first, to join the parts.
SMILES	Dengue-2 NS5 capping	Rac1 GTP hydrolysis	others
O=C1Nc2ccccc2C1=Nc1ccc2[nH]c3ccccc3c2c1	-2.4%	16.6µM*
O=C(C(=Cc1ccccc1)CN1CCCCC1)c1ccccc1	-10.4%	19.1%
COc1cc(-c2cc(OC)c(O)c(OC)c2)cc(OC)c1O	-8.6%	88.5µM*
CCCCCCCCC(=O)N1C(C)CCC1C (stereo not drawn)	-3.4%	3.0%
COc1nc(=O)n(C2CCCO2)cc1C (stereo not drawn)	-3.9%	3.1%
COc1ccc(NC(=O)N(C)C[C@@H]2OCc3cnnn3CCCC(=O)N([C@@H](C)CO)C[C@H]2C)c(OC)c1	-9.8%	-15.6%
Cc1ccc(Cl)cc1NS(=O)(=O)c1ccccc1	-8.2%	-18.6%
O=C(Nc1ccc(NC(=S)NC(=O)c2ccco2)cc1)c1ccc(Br)cc1	-2.9%	10.8%
COc1cccc(-c2cc3nc(C)c(C)c(N4CCN(C(=O)c5ccoc5)CC4)n3n2)c1	-2.3%	15.8%
CNC(=O)C[C@@H]1C(=O)N(c2ccc(OC)cc2)CC1(C)C	-9.8%	9.5%
Cc1ccc(S(=O)(=O)N(C)C[C@H]2OCCCC[C@@H](C)Oc3ccc(NC(=O)Cc4ccccc4)cc3C(=O)N([C@H](C)CO)C[C@@H]2C)cc1	0.0%	2.6%
O=C(Cc1ccc(Cl)cc1)N/N=C/c1ccc(O)c(O)c1	-0.6%	19.7µM*
C[C@H]1CN([C@@H](C)CO)C(=O)c2cc(-c3ccccc3F)cnc2O[C@@H]1CN(C)C(=O)NC1CCCCC1	0.0%	17.3%
COc1ccccc1C=Cc1ccnc2ccccc12	4.3%	0.4%
C[C@H](CO)N1C[C@H](C)[C@H](CN(C)S(=O)(=O)c2ccc(Cl)cc2)OCc2ccccc2-c2c(n(C)c3ccccc23)C1=O	-4.4%	-7.4%
O=C(CN1C(=O)C2CC=CCC2C1=O)Nc1ccc(F)c(Cl)c1 (stereo not drawn)	-4.6%	11.0%
Cc1ccc(S(=O)(=O)NN=C2CCc3ccccc32)cc1	-4.6%	6.0%
Nc1ccccc1CCc1ccccc1N	-0.6%	4.7%
CC(C)(C)C(=O)OCc1ccc(C2=CC(=O)CC(C)(C)C2=O)cc1	-1.6%	11.5%
CC(C)c1ccc(Nc2nc(N3CCOCC3)nc(N3CCOCC3)n2)cc1	-5.0%	26.9%
CN(C(=O)NC1CCCCC1)[C@H]1C[C@H]2c3[nH]c4ccccc4c3CCN2C(=O)[C@H]1CO	0.6%	14.7%
CC(C(=O)O)n1cc(C#N)c(=O)[nH]c1=O (stereo not drawn)	-8.0%	4.4%
COc1ccccc1NS(=O)(=O)c1ccc(C)c(C(=O)NCC(c2cccs2)N2CCOCC2)c1 (stereo not drawn)	-6.8%	2.6%
CC1(C2CC2)NC(=O)N(CC(=O)Nc2ccc(OC(F)F)cc2)C1=O (stereo not drawn)	-8.0%	5.4%
C[C@@H]1CN([C@@H](C)CO)C(=O)CCCn2cc(nn2)CO[C@H]1CN(C)S(=O)(=O)c1ccccc1C#N	-8.1%	7.7%
C[C@@H]1CN([C@H](C)CO)C(=O)c2c(c3ccccc3n2C)-c2ccccc2CO[C@@H]1CN(C)C(=O)Nc1ccccc1C(F)(F)F	3.3%	10.4%
COc1ccccc1C=NNC(=O)NN=Cc1ccccc1OC	-3.2%	5.8%
CN1C[C@@H]2[C@@H]3C(=O)N(C)C(=O)[C@@H]3[C@](C)(C1=O)N2C(=O)c1ccc(Cl)cc1	5.6%	14.4%

Other records follow:
SMILES	Dengue-2 NS5 capping	Rac1 GTP hydrolysis	others
C[C@@H]1CN([C@@H](C)CO)C(=O)CCCn2nncc2CO[C@H]1CN(C)S(=O)(=O)c1cccc(C#N)c1	1.1%	13.1%
Cc1onc(-c2ccccc2)c1-c1nnc(COC(=O)c2ccc(F)cc2)o1	-5.7%	7.6%
O=C(O)CSc1ccn(Cc2ccccc2)c1	-6.3%	7.0%
O=C(O)CNC(=O)C1(NC(=O)OCc2ccccc2)CCCC1	5.6%	-0.4%
CCN1C[C@@H]2[C@@H]3C(=O)N(Cc4ccccc4)C(=O)[C@@H]3[C@](Cc3ccccc3)(C1=O)N2C(=O)c1ccc(C)cc1	2.0%	7.9%
CC(=Nc1ccccc1)C1=C(O)C(Cc2ccc(F)cc2)NC1=O (stereo not drawn)	-4.0%	4.2%
Cn1ncc2c(=O)[nH]nnc21	-7.3%	-10.7%
O=C(NCCO)C(=O)NCC(c1cccs1)S(=O)(=O)c1ccc(F)cc1 (stereo not drawn)	0.0%	5.2%
C=CCn1c(SCC(=O)Nc2cc(C)on2)nnc1-c1ccncc1	4.4%	6.5%
C[C@H](CO)N1C[C@H](C)[C@@H](CN(C)Cc2ccncc2)OCc2cnnn2CCCC1=O	-2.2%	13.9%
ClCCn1cnc2c(SCc3ccccc3Cl)ncnc21	6.6%	0.8%
O=C(c1ccc(N2C(=O)c3ccccc3C2=O)cc1)N1CCN(S(=O)(=O)c2ccccc2F)CC1	-0.6%	9.0%
O=C1[C@@H](Oc2ccccc2)[C@@H](c2ccccc2)N1c1cccnc1	-5.6%	1.2%	Dengue-2 NS5 capping pilot replicate=0.9
COc1ccc(C(=O)c2cc(OC)c(OC)c(OC)c2)cc1OC	-9.3%	1.4%
CCCCN1C(=O)C(CC(=O)NC2CCCC2)CC(C(=O)N2CCOCC2)=C1C (stereo not drawn)	-5.2%	3.2%
CCc1ccc([C@@H]2C[C@H]3[C@@H](CN2S(=O)(=O)c2ccc(C)cc2)C(=O)C[C@@H](c2ccccc2)N3S(=O)(=O)c2ccc(C)cc2)cc1	-3.3%	15.5%
Cc1cc(NC(=O)c2ccc(OCC3CCCO3)cc2)ccc1Br (stereo not drawn)	0.6%	6.2%
COc1ccc(S(=O)(=O)N2CCN(C(=O)C3CC(=O)N(c4ccccc4F)C3)CC2)cc1OC (stereo not drawn)	-8.4%	6.8%
O=C(Cc1coc2cc(O)ccc12)N1CCN(S(=O)(=O)c2ccc(Br)cc2)CC1	0.0%	21.6µM*
O=C1NC(Cc2ccccc2)c2nc3cc(F)c(F)cc3c(=O)n2-c2cc3ccccc3cc21 (stereo not drawn)	-3.9%	14.1%
COc1ccccc1C(CNC(=O)c1cccc(S(=O)(=O)Nc2ccc(F)cc2)c1)N1CCCC1 (stereo not drawn)	-2.2%	5.4%
CC(C)OC(=O)N(C)C[C@H]1OCc2cnnn2CCCC(=O)N([C@@H](C)CO)C[C@H]1C	-3.9%	16.7%
C[C@@H]1CN([C@@H](C)CO)C(=O)CCCn2nncc2CO[C@H]1CN(C)C(=O)NC1CCCCC1	2.3%	-0.7%
Cc1nn(-c2ccc(F)cc2)c(Cl)c1/C=C(/CC(=O)O)c1nc2ccccc2s1	0.8%	3.0%
C[C@@H]1CN([C@H](C)CO)C(=O)CCCn2nncc2CO[C@@H]1CN(C)C(=O)CCC(F)(F)F	-1.7%	11.3%

3 structures out of the list, sorted by count of non-hydrogen atoms, lowest first:
SMILES	Dengue-2 NS5 capping	Rac1 GTP hydrolysis	others
COc1ccc(C(=O)c2cc(OC)c(OC)c(OC)c2)cc1OC	-9.3%	1.4%
O=C(Cc1coc2cc(O)ccc12)N1CCN(S(=O)(=O)c2ccc(Br)cc2)CC1	0.0%	21.6µM*
CCN1C[C@@H]2[C@@H]3C(=O)N(Cc4ccccc4)C(=O)[C@@H]3[C@](Cc3ccccc3)(C1=O)N2C(=O)c1ccc(C)cc1	2.0%	7.9%

Back to the main list with the two entries that preceded the break.
SMILES	Dengue-2 NS5 capping	Rac1 GTP hydrolysis	others
Cc1nn(-c2ccc(F)cc2)c(Cl)c1/C=C(/CC(=O)O)c1nc2ccccc2s1	0.8%	3.0%
C[C@@H]1CN([C@H](C)CO)C(=O)CCCn2nncc2CO[C@@H]1CN(C)C(=O)CCC(F)(F)F	-1.7%	11.3%
COC(=O)C1C=CC(OC2OC(COC(C)=O)C(OC(C)=O)C(OC(C)=O)C2OC(C)=O)n2c(=O)n(-c3ccccc3)c(=O)n21 (stereo not drawn)	-48.2%	-10.4%
O=C(O)C1=CCC=CC1C(=O)O (stereo not drawn)	2.9%	1.4%
O=C(NNC(=O)c1ccncc1)Nc1ccc(N=Nc2ccccc2)cc1	11.2%	2.1%
CCCC1NC(=O)c2cc3ccccc3cc2-n2c1nc1cc(Cl)ccc1c2=O (stereo not drawn)	-3.3%	12.9%
CCOC(=O)c1c(NC(=O)COC(=O)c2ccc(Cl)nc2)sc(C)c1C	2.8%	16.8%
O=C(NCCS(=O)(=O)N1CCN(C(=O)c2ccco2)CC1)c1ccccc1	-2.7%	14.6%
CCOc1ccc2oc(C(=O)OCC(=O)N(CC(C)C)c3c(N)n(Cc4ccccc4)c(=O)[nH]c3=O)c(C)c2c1	-8.4%	8.2%
COc1ccc(CN(C)CCCn2cnc3c(OC)ncnc32)cc1OC	0.0%	13.4%
COCC(=O)N(C)[C@H]1C[C@H]2c3cc(-c4ccccc4)ccc3CCN2C(=O)[C@H]1[C@H](C)O	-6.6%	15.1%	Dengue-2 NS5 capping pilot replicate=0.6
COCCCn1c(C(=O)Nc2ccc3c(c2)OCO3)cc2c(=O)n3cccc(C)c3nc21	-2.8%	13.1%
Cn1cc(/C=C(\NC(=O)c2ccccc2)C(=O)NCCCn2ccnc2)c2ccccc21	2.3%	-7.5%
C[C@@H]1CCCCO[C@H](CN(C)Cc2ccc(C(F)(F)F)cc2)[C@H](C)CN([C@@H](C)CO)C(=O)c2cc(NC(=O)Cc3ccccc3)ccc2O1	4.0%	12.5%
Cc1ccc(S(=O)(=O)N(C)C[C@H]2Oc3cc(Br)ccc3S(=O)(=O)N([C@H](C)CO)C[C@H]2C)cc1	-3.5%	4.1%
Cc1cc(N)ncc1[N+](=O)[O-]	-2.3%	2.2%
C[C@H]1CN([C@@H](C)CO)C(=O)CCCn2nncc2CO[C@H]1CN(C)S(=O)(=O)c1ccccc1	-3.4%	15.6%
Cc1ccc(C(=O)NCc2ccc3c(c2)OCO3)c(Cl)c1	-6.3%	3.9%

High-throughput results: PubChem, Southern Research Specialized Biocontainment Screening Center
